Screening results as filed in PubChem.
Growth percent in the NCI-60 one-dose screen (48 h, 10 µM unless noted): 100 = growth as untreated, 0 = no growth, -100 = all killed.
SK-MEL-28 = SK-MEL-28 melanoma. 4.1% of 81,000 active. AID 1794761
HOP-62 = HOP-62 NSCLC; 3.9% of 80,000 active; AID 1794735
EKVX = EKVX NSCLC; 3% of 71,000 active; AID 1794765
SK-MEL-5 = SK-MEL-5 melanoma; 6.4% of 80,000 active; AID 1794755
CCRF-CEM = CCRF-CEM leukemia; 7% of 77,000 active
A549/ATCC = A549/ATCC NSCLC. 3.7% of 81,000 active
HOP-92 = HOP-92 NSCLC cells. 6.3% of 71,000 active
M14 = M14 melanoma; 6.2% of 80,000 active
Numbers without * were called inactive; . = no result given; & = joins results of further samples; ! = a repeat was not active. Rule for the calls: active = growth percent below 10; inactive = the rest.

(1) CSc1nc(N)nc2nc(C)cc(C)c12
(2) CCOC(=O)c1cc(C(=O)c2ccc(Br)cc2)n2ccncc12
(3) COc1cc(-c2ccc[nH]2)[nH]c1/C=C1\N=C(C)C(CC(=O)OCC(C)(C)C)=C1C
(4) CC1=CCC2C(=O)NC(=O)C2C1 (stereo unspecified)
(5) Cc1ccc(S(=O)(=O)Nc2nc(Cl)c(C#N)c(-c3ccc(Cl)cc3)n2)cc1
(6) CCOC(=O)/C(C#N)=C(\C)c1ccccc1
(7) COc1ccc(C(OC(=O)C2CCc3cc(F)ccc3O2)C(=O)NC(C)(C)C)cc1 (stereo unspecified)
(8) COc1ccc(NC(=O)CN2CCN(c3cc4c(cc3F)c(=O)c(C(=O)O)cn4C3CC3)CC2)cc1
(9) Cc1nn(-c2ccccc2)c2c1C1C(=C(c3cccs3)N2)C(=O)N(Cc2ccccc2)c2ccccc21 (stereo unspecified)
(10) CCOC(=O)c1c(C)nc2c(c1N)/C(=C/c1ccccc1[N+](=O)[O-])C(=O)N2Cc1cccc(OC)c1
Screen / compound no.	1	2	3	4	5	6	7	8	9	10
HOP-92	95	87	-51*	.	123	91	80	94	.	71
SK-MEL-28	100	108	-78*	104	90	104	112	97	95	97
HOP-62	91	92	-71*	104	106	100	93	87	118	91
A549/ATCC	96	89	-69*	97	104	95	105	93	94	94
CCRF-CEM	97	79	-16*	.	97	94	94	100	88	92
M14	98	93	-86*	107	79	94	93	91	97	104
EKVX	91	107	-69*	.	93	94	96	104	.	97
SK-MEL-5	100	101	-96*	100	.	113	97	97	89	95

Copied from the list:
Reading for CSc1nc(N)nc2nc(C)cc(C)c12 under A549/ATCC: 96
Reading for Cc1nn(-c2ccccc2)c2c1C1C(=C(c3cccs3)N2)C(=O)N(Cc2ccccc2)c2ccccc21 (stereo unspecified) under CCRF-CEM: 88
Reading for COc1ccc(NC(=O)CN2CCN(c3cc4c(cc3F)c(=O)c(C(=O)O)cn4C3CC3)CC2)cc1 under EKVX: 104
Reading for CCOC(=O)c1cc(C(=O)c2ccc(Br)cc2)n2ccncc12 under SK-MEL-5: 101
Reading for COc1cc(-c2ccc[nH]2)[nH]c1/C=C1\N=C(C)C(CC(=O)OCC(C)(C)C)=C1C under HOP-92: -51*
Reading for COc1ccc(C(OC(=O)C2CCc3cc(F)ccc3O2)C(=O)NC(C)(C)C)cc1 (stereo unspecified) under HOP-62: 93
Reading for CCOC(=O)/C(C#N)=C(\C)c1ccccc1 under CCRF-CEM: 94

(more compounds)
(11) CC(C)(C)C1CCC(OC(=O)c2ccccc2)CC1 (stereo unspecified)
(12) Clc1ccc(Nc2nccc(Nc3ccc4[nH]ncc4c3)n2)cc1
(13) O=C(NC1CCN(c2ccc3nnc(Cl)n3n2)CC1)c1ccccc1
(14) Cc1ccc(-c2cc(-n3nnnc3-c3ccccc3)no2)cc1
(15) CC[C@@]1(O)C(=O)OCc2c1cc1n(c2=O)Cc2cc3c(CN(C)C)c(O)ccc3nc2-1
(16) OC1CCCCC1C1CCCCC1 (stereo unspecified)
(17) Cc1cc(C(O)(c2ccc(Nc3ccccc3)cc2)c2ccc(Nc3ccc(S(=O)(=O)O)cc3)cc2)ccc1N (stereo unspecified)
(18) CC1(C)CC[C@]2(C(=O)N3CCOCC3)CC[C@]3(C)C(=CC[C@@H]4[C@@]5(C)C/C(=C/c6ccccc6)[C@H](O)C(C)(C)[C@@H]5CC[C@]43C)C2C1 (stereo partly specified)
(19) N#Cc1ncc(Br)c(N[C@@H]2C[C@H]3CC[C@@H]2C3)n1
(20) COc1ccc2cc1Oc1ccc(cc1)C[C@H]1c3c(cc4c(c3Oc3cc5c(cc3OC)CCN(C)[C@@H]5C2)OCO4)CCN1C
Screen / compound no.	11	12	13	14	15	16	17	18	19	20
HOP-92	96	-1.0*	100	.	.	.	-24*	74	.	53
SK-MEL-28	109	80	96	104	19	108	-87*	95	98	-55*
HOP-62	97	66	98	110	-9.5*	105	53	96	102	115
A549/ATCC	70	50	100	106	4.5*	108	.	85	101	47
CCRF-CEM	107	5.1*	98	97	-29*	108	2.3*	86	94	21
M14	92	44	101	102	-32*	109	-43*	.	114	-86*
EKVX	102	67	.	103	9.2*!	115	9.9*	77	.	75
SK-MEL-5	100	26	99	115	-77*	116	-90*	94	102	-97*

(21) O=C(/C=C/c1ccccc1O)c1cc2ccccc2oc1=O
(22) O=[N+]([O-])c1ccc(O)c(CNCc2ccccc2)c1
(23) C/C=C/CC(C)C(O)[C@H](NC(=O)[C@@H]1CCCN1C(=O)[C@](C)(CC)NC(=O)CCCCCCCCC)C(=O)N[C@@](C)(CC)C(=O)N[C@@H](CCC(N)=O)C(=O)N[C@H](CCC(N)=O)C(=O)NC(C)(C)C(=O)NC(C)(C)C(=O)N[C@@H](CCC(N)=O)C(=O)N[C@H](CC(C)C)C(=O)N[C@H](CO)CC(C)C (stereo partly specified)
(24) Cc1nc2ccccc2n1CC1C(=O)NC(=S)NC1=O
(25) COc1cccc(C2C(C#N)=C(N)Oc3c2ccc2ccccc32)c1 (stereo unspecified)
(26) C/C(=N/O)c1cc(Br)c2cccc3c2c1CC3
(27) Cc1ccc2c(-c3nn(-c4ccccc4)c(N)c3C#N)cc(=O)oc2c1
(28) Nc1cccc(SC(CC(=O)c2ccc(-c3ccccc3)cc2)c2ccco2)c1 (stereo unspecified)
(29) C/C(=N\O)C(=O)Nc1ccc(F)cc1
(30) O=C(O)CCN1C(=O)/C(=C/c2ccc(F)cc2)SC1=S
Screen / compound no.	21	22	23	24	25	26	27	28	29	30
HOP-92	106	77	-54*!	118	47	91	116	94	96	110
SK-MEL-28	116	117	-100*	103	69	104	100	107	115	94
HOP-62	88	90	-79*!	98	40	110	95	96	103	98
A549/ATCC	106	100	9.8*!	100	26	79	93	92	107	101
CCRF-CEM	113	86	-40*!	107	8.6*	89	104	98	104	101
M14	99	114	-71*!	105	9.7*	108	88	100	103	100
EKVX	94	91	-70*!	98	53	73	89	.	101	101
SK-MEL-5	.	116	-81*	100	-1.4*	108	104	100	97	100

(31) O=C(COCc1c(-c2ccccc2)no[n+]1[O-])Nc1nc(-c2ccc(Cl)cc2)cs1
(32) Cc1cc(=O)oc2cc(OCCCOc3ccc(/C=C/C(=O)Nc4ccccc4Cl)cc3)ccc12
(33) CCc1c(C(=O)N[C@@H](CO)Cc2ccc(Cl)cc2)[nH]c2ccc(Cl)cc12
(34) N/C(=N\c1nc2ccccc2s1)NC(=O)NC(c1ccccc1)c1ccccc1
(35) CCN(CC)CC(O)c1c(OC)ccc2ccccc12 (stereo unspecified)
(36) COC(=O)Nc1ccc(C)c(NC(=O)OC)c1
(37) O=c1c(Cc2ccncc2)c[nH]c2ccc(Cl)cc12
(38) Cc1noc2c(Cc3ccc([N+](=O)[O-])cc3)nn(CC(=O)N/N=C/c3ccc(F)cc3)c(=O)c12
(39) Cn1ccnc1C(=O)/C=C/c1ccc(CNC(=O)c2ccc(S(F)(F)(F)(F)F)cc2)cc1
(40) O=C(O)CCn1c(O)c(N=Nc2cccc3c2C(=O)c2ccccc2C3=O)sc1=S
Screen / compound no.	31	32	33	34	35	36	37	38	39	40
HOP-92	87	117	59	71	103	108	.	27	74	104
SK-MEL-28	111	112	89	118	117	104	108	93	82	107
HOP-62	96	103	68	88	100	95	97	71	17	107
A549/ATCC	105	101	60	79	109	106	103	93	16	99
CCRF-CEM	91	111	59	75	114	101	105	97	2.6*	96
M14	108	102	68	92	96	116	115	80	.	103
EKVX	.	101	72	75	104	103	97	82	40	97
SK-MEL-5	96	101	76	59	94	107	103	79	61	99

(41) COc1ccc(/C=C2/SC(N3CCN(c4ccc([N+](=O)[O-])cc4)CC3)=NC2=O)cc1
(42) Cc1cc(C)c2c(-n3nnc(C#N)c3N)nn(C)c2n1
(43) O=C(CNc1nc(-c2ccc(Cl)cc2)cs1)Nc1ccc(-c2nc3ccccc3s2)cc1
(44) CC(C)(C)c1ccc(O)c(-c2ccccc2)c1
(45) CNc1nc2c(s1)C(c1cc(F)ccc1F)CC(=O)N2 (stereo unspecified)
(46) Nc1ccc2c(c1)CCc1ccccc1-2
(47) COc1ccc(/C(C#N)=C/c2ccc(NC(C)=O)cc2)cc1
(48) CC(=O)OC(C)(C)[C@@H]1CC[C@H](C)C2=C(C1)[C@@H](C)CC2
(49) COn1cc(C(=O)c2ccc(C)cc2)c2cc(C#N)c(C#N)cc21
(50) COc1ccc(F)cc1N
Screen / compound no.	41	42	43	44	45	46	47	48	49	50
HOP-92	78	110	93	95	86	87	.	97	101	96
SK-MEL-28	106	100	111	119	70	114	112	108	104	96
HOP-62	101	99	106	112	69	85	119	100	100	100
A549/ATCC	102	104	99	109	87	92	95	109	87	100
CCRF-CEM	102	94	93	97	40	77	55	106	95	108
M14	97	101	88	121	47	108	112	81	109	100
EKVX	86	.	102	103	98	.	93	97	.	101
SK-MEL-5	95	100	88	116	64	93	102	102	95	.

The last two records of the section before open the next one:
(49) COn1cc(C(=O)c2ccc(C)cc2)c2cc(C#N)c(C#N)cc21
(50) COc1ccc(F)cc1N
(51) Cn1c(=O)c2[nH]c(CCC(=O)O)nc2n(C)c1=O
(52) OCC1CC2CCC1C2 (stereo unspecified)
(53) C/C(=N/O)c1ccc(NC(=O)CSc2nnc(-c3ccc(-c4nc5ccccc5[nH]4)cc3)o2)cc1
(54) Cc1ccccc1N1C(=O)c2cc(S(N)(=O)=O)c(Cl)cc2NC1C (stereo unspecified)
(55) COc1ccc(C2Nc3nc(SC)[nH]c(=O)c3N=C3c4ccccc4C(=O)C32)cc1 (stereo unspecified)
(56) Nc1ccc(O)c(C(=O)O)c1
(57) N#Cc1ccc([N+](=O)[O-])o1
(58) CCOC(=O)/C(O)=C(/C=N/C(=S)Nc1c(CC)cccc1CC)C(=O)OCC
(59) C=CC(=O)Nc1cccc(Oc2nccc(Nc3nnc(-c4ccc(Br)cc4)s3)n2)c1
(60) O=C(Nc1ccccc1)Nc1ccc([N+](=O)[O-])cn1
Screen / compound no.	49	50	51	52	53	54	55	56	57	58	59	60
HOP-92	101	96	112	74&93	114	.	80	105&104	93	91	92	114
SK-MEL-28	104	96	106	102&111	102	116	101	115&116&95	106	101	108	102
HOP-62	100	100	99	98	104	.	90	91&103&92	97	96	91	92
A549/ATCC	87	100	88	100&96	117	100	105	97&105	76	106	100	99
CCRF-CEM	95	108	107	84	62	103	95	106	102	110	87	88
M14	109	100	102	110&109	106	111	89	95&104&94	98	94	116	101
EKVX	.	101	104	99	95	111	92	106&100&101	105	89	101	99
SK-MEL-5	95	.	104	101&111	81	104	76	108&94&93	97	95	95	100

Compounds as they come. Share with any hit: about 12%.
